# Bioassay records (PubChem)
# PTAP-TSG101 blk = TSG101-PTAP interaction inhibition, HIV-1 budding; Q99816; Fluorescence polarization, FITC-PTAP peptide/Tsg101, 20 min; Potency, µM (series often up to 115 µM), without a hit: at the top dose activity change, negative = inhibition, usual class: inhibitors; 44,000 tested, under 10 active; AID 1347069; further: potency means the concentration at half of the fitted maximal effect; 0% is about no effect
#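 Read-out is FITC fluorescence polarization. Compounds were added to Tsg101 binding domain (10 uM final), then FITC-PTAP peptide (50 nM final), 20 min at r.t. Total S+P intensity flags fluorescent compounds.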
# B2AR arrestin ag = ADRB2 beta-arrestin recruitment; HTLA Tango cells, beta-arrestin recruitment, luciferase luminescence, 18 h; Potency, µM (series often up to 46.1 µM), for the others: at the highest dose activation, usual class: activators; 44,000 tested, under 10 active;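 further: potency means the concentration at half of the fitted maximal effect; 0% = DMSO and full agonism = EC100 isoproterenol or metaproterenol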
# Target sequence (P07550 whole entry, looked up): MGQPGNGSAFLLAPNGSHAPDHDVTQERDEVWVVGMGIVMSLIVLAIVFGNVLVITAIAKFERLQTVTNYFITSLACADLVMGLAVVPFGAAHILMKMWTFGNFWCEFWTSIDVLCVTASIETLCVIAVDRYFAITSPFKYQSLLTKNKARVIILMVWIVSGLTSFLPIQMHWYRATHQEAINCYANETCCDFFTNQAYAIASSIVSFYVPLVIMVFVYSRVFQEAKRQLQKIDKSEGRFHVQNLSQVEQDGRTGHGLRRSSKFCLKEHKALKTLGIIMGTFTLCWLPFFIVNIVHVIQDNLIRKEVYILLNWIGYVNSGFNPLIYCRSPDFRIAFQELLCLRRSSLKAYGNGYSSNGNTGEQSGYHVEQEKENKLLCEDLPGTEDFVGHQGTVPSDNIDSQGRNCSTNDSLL
#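 Receptor–beta-arrestin recruitment read by tTA-responsive luciferase: compound titrations (up to 46 µM) incubated 18 h with Tango cells, then luminescent substrate 15 min at room temperature. Concentration-response fits classified by r2, efficacy and activity.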
# NTMT1 inhibitor = inhibitors of human N-terminal methyltransferase NTMT1; AID 1645870; Q9BV86; actives 2.5% (n = 59,000); Potency, µM (titrated, usually from 114 µM), inactives show top-dose activity change, negative = inhibition, most hits filed as inhibitors; NTMT1 MTase-Glo SAH luminescence, purified enzyme;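 further: potency means the concentration at half of the fitted maximal effect; plate controls were DMSO vehicle for no effect and no enzyme for full effect; nearly all actives have a fitted effect of over 65% in size; many of its hits are not listed in these tables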
# p53null 32C kill = p53 null cell cytotoxicity, permissive temperature; H1299-neo p53 null cells, ATP luminescence, 24 h, 32C; AID 903; actives 0.62% (n = 55,000); Potency, µM (highest dose often 46.1 µM), for the others: top-dose activity change, negative = cytotoxicity, actives largely listed as cytotoxic;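 further: potency means the concentration at half of the fitted maximal effect; 0% = DMSO only and -100% = full killing by 100 µM tamoxifen; nearly all actives have a fitted effect of over 55% in size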
#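 Cytotoxicity: H1299-neo (no p53), 32C, 24 h treatment. Concentrations up to 46 uM. Readout cellular ATP, luminescence. Normalization to DMSO basal and tamoxifen 100 uM maximal kill.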
# FH mod = Identification of activators of human fumarate hydratase by quantitative high-throughput screening | Potency, µM (doses to about 79.9 µM), without a hit: top-dose activity change, negative = inhibition, actives largely listed as inhibitors | actives 0.22% (n = 54,000) | AID 1347055, 2019 | FH coupled MDH/diaphorase resazurin fluorescence, 15 min; further: potency means the concentration at half of the fitted maximal effect; on the % scale 0 is the no-effect control and ±100 the full control effect; the screen sought activators but most active calls are inhibition curves; nearly all actives have a fitted effect of over 45% in size
# Target sequence (P07954 whole entry, looked up): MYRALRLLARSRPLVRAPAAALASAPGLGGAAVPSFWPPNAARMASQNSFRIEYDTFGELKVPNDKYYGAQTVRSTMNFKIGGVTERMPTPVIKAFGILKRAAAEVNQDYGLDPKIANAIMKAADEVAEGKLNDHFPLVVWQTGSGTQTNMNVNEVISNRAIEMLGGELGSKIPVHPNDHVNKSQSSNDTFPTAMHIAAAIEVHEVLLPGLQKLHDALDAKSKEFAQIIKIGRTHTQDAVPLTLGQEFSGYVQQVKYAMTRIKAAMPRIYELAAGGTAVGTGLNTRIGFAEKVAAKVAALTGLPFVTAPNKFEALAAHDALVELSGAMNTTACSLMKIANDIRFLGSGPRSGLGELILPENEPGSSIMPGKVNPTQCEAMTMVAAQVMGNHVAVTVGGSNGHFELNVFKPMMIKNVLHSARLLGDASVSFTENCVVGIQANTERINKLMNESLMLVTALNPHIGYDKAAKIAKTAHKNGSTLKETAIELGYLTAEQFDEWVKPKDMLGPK
# p53null 39C tox = p53 null cell cytotoxicity, nonpermissive temperature; H1299 p53-null (neo) cells, 39C, ATPlite viability, 24 h; Potency, µM (titrated, usually from 46.1 µM), for the others: top-dose activity, negative = cell killing, usual class: cytotoxic; actives 0.97% (n = 55,000); AID 904;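 further: potency means the concentration at half of the fitted maximal effect; 0% = DMSO only and -100% = full killing by 100 µM tamoxifen; nearly all actives have a fitted effect of over 50% in size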
#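 H1299 lung cancer cells, p53-null (H1299-neo) or expressing p53 A138V (H1299-p53A138V), were plated overnight at 37C, then exposed to compounds at up to 46 uM for 24 hr at 39C. Viability was read by ATP-based luminescence.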
# GALK inhibitor = inhibitors of human galactokinase (GALK) | recombinant GALK, Kinase-Glo ATP luminescence, 1 h | Potency, µM (highest dose often 57.5 µM), for the others: at the highest dose activity, negative = inhibition, most hits filed as inhibitors | 44,000 tested, under 10 active | P51570;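 further: plate controls were full GALK reaction for no effect and reaction lacking GALK for full effect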
#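 5 nM GALK with 35 µM ATP and 100 µM galactose in HEPES pH 8.0, MgCl2, NaCl, DTT, BSA; 1 h RT reaction, remaining ATP detected by Kinase-Glo Plus luminescence after 10 min; qHTS concentration series.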
# * = called active by the depositor; ? = inconclusive; · = no result given; [ ] = another dose, or the depositor's remark. The call rests on the fitted dose curve; in most records, active means well fitted curve in the direction sought with a large enough effect; inconclusive means small, poorly fitted or top-dose-only effect, or another doubt; inactive means no such curve, though single readings can be large; an effect the other way counts as inactive or inconclusive.
SMILES,PTAP-TSG101 blk,B2AR arrestin ag,NTMT1 inhibitor,p53null 32C kill,FH mod,p53null 39C tox,GALK inhibitor
COc1ccc(NC(=O)Cn2c(=O)n(Cc3ccccc3)c(=O)c3oc4ccccc4c32)cc1Cl,-2%,2%,-17%,-28%,1%,?,0%
CCc1cccc(NC(=O)CN(C)S(=O)(=O)c2cccc3cccnc23)c1,-9%,0%,-6%,-3%,-4%,-8%,8%
COc1ccccc1NC(=O)CN1C(=O)C2(SCC(=O)N2c2ccc(F)c(F)c2)c2ccccc21 (stereo unspecified),-2%,0%,12%,11%,-18%,6%,3%
COCCNC(=O)CN1C(=O)c2cccnc2Oc2ccc(Cl)cc21,-7%,-1%,0%,-6%,11%,-12%,6%
COc1ccc(NC(=O)c2ccc(-c3cccc(Cl)c3C)o2)cc1,-8%,1%,-3%,21%,-24%,-11%,-3%
COc1ccc(NC(=O)CN2C(=O)CSc3ccc(S(=O)(=O)N4CCCC4)cc32)cc1OC,0%,-2%,-3%,14%,-19%,17%,-2%
O=C(Cn1nc(-c2ccccc2)nc(Cc2ccccc2)c1=O)Nc1ccc(Cl)cc1,-2%,-2%,8%,-2%,-20%,10%,2%
CCN(C(=O)c1cccn(Cc2cccc(Cl)c2)c1=O)c1ccccc1,0%,0%,-9%,4%,3%,19%,-5%
CC(=O)Nc1cc(C(=O)NCc2ccc(C)cc2)ccc1Sc1ccc(C)cc1,-1%,2%,2%,50%[activator],?,26%,1%
Cc1ccc(C(=O)NCc2ccc3c(c2)CCN3C(=O)c2ccc(C)cc2)cc1,2%,5%,8%,2%,-14%,21%,2%
CN(C)c1ccc(CNC(=O)c2cnc3sc(N4CCCC4)nn3c2=O)cc1,-2%,1%,4%,-9%,0%,0%,-1%
CCN(CC)c1ccc(C(=O)N2CCC(c3ccncc3)CC2)cc1,-11%,-3%,-11%,1%,3%,-11%,-1%
COc1ccc2c(c1)c1c(c(=O)n(Cc3ccccc3)c(=O)n1CC(=O)Nc1c(C)cccc1C)n2C,-1%,2%,-2%,3%,-14%,-1%,-1%
Cc1c(C)n(Cc2ccccc2)c2ccc(C(=O)N3CCN(c4ccc(F)cc4)CC3)cc12,0%,1%,16%,10%,-12%,-20%,1%
Cc1cccc(NC(=O)NCCOCCn2c(=O)oc3ccccc32)c1C,-5%,-2%,-2%,-11%,-11%,-13%,-1%
COc1ccc(-c2nc(SCC(=O)Nc3ccc4c(c3)OCO4)c(-c3ccc(F)cc3)[nH]2)cc1OC,1%,-2%,-3%,-13%,?,-28%,3%
COc1cccc(NC(=O)Cn2nc(N3CCN(c4ccccc4)CC3)ccc2=O)c1,0%,0%,-15%,-11%,-11%,-23%,0%
CCOC(=O)c1[nH]c(C)c(CCC(=O)Nc2ccccc2C(=O)OC)c1C,-8%,1%,8%,12%,-4%,5%,1%
CCCCCn1c(=O)[nH]c2cc(C(=O)N3CCN(c4ccccc4F)CC3)ccc2c1=O,-1%,1%,4%,-22%,-6%,-6%,5%
Cn1c(=O)c(=O)n(C)c2cc(S(=O)(=O)N3CCN(c4ccccc4F)CC3)ccc21,-3%,1%,1%,-2%,2%,-12%,0%
CCCCC(=O)N1CCc2cc(OC)c(OC)cc2C1COc1ccc(C(=O)OCC)cc1 (stereo unspecified),-6%,-1%,5%,-11%,-18%,-6%,-2%
Cc1ccc(NC(=O)CSc2nc(-c3ccc(C(C)(C)C)cc3)nc3cc(=O)[nH]n23)cc1C,-1%,-1%,·,-5%,·,1%,2%
CCN(Cc1ccccc1)Cc1c(O)ccc2c(=O)c(-c3ccccc3)c(C(F)(F)F)oc12,1%,1%,0%,25%,-6%,18%,2%
CCCCNc1ccc(-c2nc(-c3ccccc3)no2)cc1[N+](=O)[O-],-2%,0%,-15%,13%,1%,-7%,-2%
CCC(CC)C(=O)Nc1c(C(=O)N2CCN(c3ccccc3F)CC2)oc2ccccc12,-1%,-2%,6%,?,-19%,?,2%

# Part of the list above in a different format.
compound | PTAP-TSG101 blk | B2AR arrestin ag | NTMT1 inhibitor | p53null 32C kill | FH mod | p53null 39C tox | GALK inhibitor
CCN(C(=O)c1cccn(Cc2cccc(Cl)c2)c1=O)c1ccccc1 | 0% | 0% | -9% | 4% | 3% | 19% | -5%
CC(=O)Nc1cc(C(=O)NCc2ccc(C)cc2)ccc1Sc1ccc(C)cc1 | -1% | 2% | 2% | 50%[activator] | ? | 26% | 1%
Cc1ccc(C(=O)NCc2ccc3c(c2)CCN3C(=O)c2ccc(C)cc2)cc1 | 2% | 5% | 8% | 2% | -14% | 21% | 2%
CN(C)c1ccc(CNC(=O)c2cnc3sc(N4CCCC4)nn3c2=O)cc1 | -2% | 1% | 4% | -9% | 0% | 0% | -1%
CCN(CC)c1ccc(C(=O)N2CCC(c3ccncc3)CC2)cc1 | -11% | -3% | -11% | 1% | 3% | -11% | -1%
COc1ccc2c(c1)c1c(c(=O)n(Cc3ccccc3)c(=O)n1CC(=O)Nc1c(C)cccc1C)n2C | -1% | 2% | -2% | 3% | -14% | -1% | -1%

# Following part.
SMILES,PTAP-TSG101 blk,B2AR arrestin ag,NTMT1 inhibitor,p53null 32C kill,FH mod,p53null 39C tox,GALK inhibitor
CCOc1ccc2oc(=O)cc(CN3CCN(C(=O)c4cccc(F)c4)CC3)c2c1,-6%,0%,11%,-2%,-5%,-15%,2%
Cc1cc(C(=O)Nc2c(C)cccc2C)n(-c2ccccc2)n1,-6%,1%,19%,6%,-8%,-10%,9%
O=C(CSc1nc2c(oc3ccccc32)c(=O)n1-c1ccccc1)Nc1ccccc1F,-2%,-1%,-7%,7%,-12%,3%,-3%
O=C(Nc1cccc(C(=O)N2CCN(c3ccccc3)CC2)c1)c1nsc2ccccc12,0%,0%,1%,-12%,-15%,-22%,3%
O=C(CN1C(=O)CC(c2ccco2)Sc2ccccc21)Nc1ccc(Br)cc1 (stereo unspecified),-1%,0%,-13%,-3%,2%,-5%,-11%
CCc1ccc(NCc2cc3ccc(OC)cc3n(CC(=O)Nc3ccccc3OC)c2=O)cc1,-3%,-1%,12%,4%,-14%,18%,2%
O=C(CSc1ccccc1)NCc1ccc2c(c1)CCN2C(=O)c1ccccc1,-3%,-2%,3%,-15%,-7%,11%,-1%
O=S(=O)(c1ccccc1)c1nnn2c1nc(NCc1cccs1)c1sccc12,-5%,0%,2%,0%,-5%,-15%,2%
COc1ccc(Nc2nn(-c3ccc(OC(F)(F)F)cc3)nc2C(C)=O)cc1,1%,-1%,30%[activator],-2%,-9%,-28%,-3%
CCOc1ccc(NC(=O)CC2C(=O)N(c3cccc(C)c3)C(=O)N2Cc2ccco2)cc1 (stereo unspecified),-2%,0%,·,-4%,·,-17%,-1%
COc1ccccc1OCCSc1nc(-c2ccc(C(C)(C)C)cc2)nc2cc(=O)[nH]n12,-5%,0%,·,12%,·,29%,0%
Cc1cccc2nc(-c3ccccn3)c(Nc3ccc(F)cc3)n12,-6%,8%,-4%,22%,?,?,-5%
COc1cc(Cl)c(C)cc1NC(=O)c1cnc(N2CCCCC2)c2ccccc12,-2%,-1%,11%,?,-8%,3%,2%
Cc1cccc(OCCSc2nc3ccccc3n2CC(=O)N2CCOCC2)c1,4%,-2%,6%,-8%,0%,-2%,-1%
O=C(Nc1ccccc1C(F)(F)F)N1CCOc2ccc(Cl)cc21,0%,0%,18%,48%[activator],2%,38%[activator],0%
Cc1ccc(C2c3c(oc4ccccc4c3=O)C(=O)N2c2nnc(C)s2)cc1 (stereo unspecified),-1%,2%,8%,-3%,-7%,-2%,-5%
CCN(C(=O)Cc1c(C(=O)O)c(C)cn1C)c1cccc(Cl)c1,2%,-3%,4%,-3%,2%,-3%,-5%
Cc1ccc(-c2cc(NC(=O)c3ccccc3Cl)on2)cc1,-5%,0%,10%,-18%,0%,-19%,-8%
CCCN(CCC)S(=O)(=O)c1ccc(N2CCCCS2(=O)=O)cc1,-5%,-1%,-6%,-4%,2%,-3%,-3%
CCN(CC)C(=O)Cn1cc(SCC(=O)Nc2ccccc2C)c2ccccc21,1%,-1%,0%,-3%,24%,-1%,6%
O=C(CCCCCn1c(=O)c2sccc2n(CC(=O)Nc2ccccc2F)c1=O)NCc1ccc2c(c1)OCO2,0%,-2%,-15%,-5%,5%,-13%,5%
CCc1ccc(-n2c(=O)c3c4c(sc3n(CC(=O)NC(C)CC)c2=O)CCCC4)cc1 (stereo unspecified),4%,-2%,10%,-1%,3%,-18%,-1%
COc1ccc(OC)c(Nc2ncnc3c2nc2n3CCCC2)c1,-5%,-1%,-15%,1%,-8%,-5%,5%
COc1ccc(N(Cc2ccccc2)C(=O)c2nc(S(C)(=O)=O)ncc2Cl)cc1,-6%,0%,21%,13µM*,-3%,11µM*,3%
CCOCCCNC(=O)C1CCCN(Cc2nc(-c3ccc(CC)cc3)oc2C)C1 (stereo unspecified),-3%,1%,?,0%,-3%,-9%,9%

# The listing continues.
SMILES,PTAP-TSG101 blk,B2AR arrestin ag,NTMT1 inhibitor,p53null 32C kill,FH mod,p53null 39C tox,GALK inhibitor
COC(=O)c1cc2oc(C)cc2n1CC(=O)Nc1ccc(OC)c(OC)c1,-5%,0%,-3%,-4%,0%,-10%,2%
Cc1c(NC(=O)c2nc3ccccc3nc2N2CCCCC2)cccc1[N+](=O)[O-],1%,-1%,-6%,-1%,-9%,-13%,3%
CCCCOc1ccc(CNC(=O)CN2C(=O)CCn3nc(-c4cn(C)c5ccccc45)cc32)cc1,0%,0%,-3%,-5%,-2%,0%,-1%
COc1ccc(-c2noc(-c3ccc(NCCc4ccccc4)c([N+](=O)[O-])c3)n2)cc1,1%,-2%,-4%,-10%,-8%,-13%,-12%
CCCn1c2ccccc2c2cnn(CC(=O)NCC3CCN(Cc4ccccc4C)CC3)c(=O)c21,-3%,0%,?,-6%,2%,0%,1%
O=C(NCc1ccccc1)c1cc(Sc2cccc(Cl)c2)nc2ccccc12,-1%,-1%,7%,2%,-4%,15%,-4%
Cc1ccc2oc3c(c(=O)c2c1)C(c1ccccc1F)N(CCCN1CCOCC1)C3=O (stereo unspecified),3%,0%,-3%,-1%,1%,-11%,4%
N#Cc1ccccc1NC(=O)C(=O)NCCc1csc2nc(-c3cccc(F)c3)nn12,0%,0%,-19%,-4%,8%,-5%,-1%
CCCCc1ccc(C(=O)Nc2ccc3nc(N4CCN(CC)CC4)cc(C)c3c2)cc1,-1%,0%,-2%,1%,-7%,-14%,-6%
COc1ccc(NC(=O)C(NC(=O)/C=C\c2ccc3c(c2)OCO3)c2ccccc2)cc1 (stereo unspecified),2%,-1%,-8%,1%,-5%,15%,6%
COc1ccc(-c2noc(CSCC(=O)Nc3cc(OC)c(OC)c(OC)c3)n2)cc1OC,0%,1%,7%,-3%,-1%,-6%,3%
Cc1ccc(NC(=O)C2CCCN(S(=O)(=O)c3ccc4[nH]c(=O)ccc4c3)C2)cc1Cl (stereo unspecified),-2%,0%,6%,-2%,3%,-23%,0%
Cc1ccc(C(=O)Nc2ccc3oc(-c4ccccc4C)nc3c2)cc1,0%,-3%,-3%,-16%,-7%,-19%,0%

# These rows are one share of the data; rates above refer to the full screens.
